# High-throughput results: PubChem, National Center for Advancing Translational Sciences (NCATS)
# SNCA expr inhib: SNCA gene expression inhibition; HEK-293 SNCA-luciferase knock-in, luminescence, 24 h; Potency, µM (highest dose often 57.2 µM), inactives show top-dose activity change, negative = inhibition, actives largely listed as inhibitors; 140,000 tested, 0.17% active; AID 1671194;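 further: potency means the concentration at half of the fitted maximal effect; plate controls were DMSO cells for no effect and cell-free wells for full effect; nearly all actives have a fitted effect of over 45% in size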
# 3T3 cytotox: kills NIH 3T3 cells | NIH 3T3 viability, CellTiter-Glo ATP luminescence, 48-72 h | Potency, µM (highest dose often 96.7 µM), for the others: at the highest dose activity change, negative = cytotoxicity, hits mostly inhibitors | 94,000 tested, 4.3% active | AID 1345082; further: potency means the concentration at half of the fitted maximal effect; nearly all actives have a fitted effect of over 55% in size
#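 Viability of NIH 3T3 cells after 48 or 72 hr compound treatment at 37 °C was assessed by CellTiter-Glo, with luminescence imaged following a 10 min room-temperature step.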
# IP6K1 inh: blocks human inositol hexakisphosphate kinase 1; 140,000 tested, 0.81% active; activity change, % (series mostly up to about 58 µM); Q92551; AID 1645851; IP6K1 kinase, ADP-Glo luminescence, 2 h; stronger effect = lower value; in the data active means activity change below about -25%
#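 ADP-Glo luminescence measures ADP made by human IP6K1 during a 2 h RT reaction with ATP/IP6 (mix at 1.3 mM/130 uM); top library doses 57.5 and 19.1 uM final.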
# FLuc inh: Photinus pyralis luciferase inhibition | purified P. pyralis luciferase, luminescence, biochemical | Potency, µM (doses to about 115 µM), inactives show at the highest dose activity change, negative = inhibition, hits mostly inhibitors | 76,000 tested, 2.5% active; further: potency means the concentration at half of the fitted maximal effect; nearly all actives have a fitted effect of over 65% in size
# Target sequence (P08659 whole entry, looked up): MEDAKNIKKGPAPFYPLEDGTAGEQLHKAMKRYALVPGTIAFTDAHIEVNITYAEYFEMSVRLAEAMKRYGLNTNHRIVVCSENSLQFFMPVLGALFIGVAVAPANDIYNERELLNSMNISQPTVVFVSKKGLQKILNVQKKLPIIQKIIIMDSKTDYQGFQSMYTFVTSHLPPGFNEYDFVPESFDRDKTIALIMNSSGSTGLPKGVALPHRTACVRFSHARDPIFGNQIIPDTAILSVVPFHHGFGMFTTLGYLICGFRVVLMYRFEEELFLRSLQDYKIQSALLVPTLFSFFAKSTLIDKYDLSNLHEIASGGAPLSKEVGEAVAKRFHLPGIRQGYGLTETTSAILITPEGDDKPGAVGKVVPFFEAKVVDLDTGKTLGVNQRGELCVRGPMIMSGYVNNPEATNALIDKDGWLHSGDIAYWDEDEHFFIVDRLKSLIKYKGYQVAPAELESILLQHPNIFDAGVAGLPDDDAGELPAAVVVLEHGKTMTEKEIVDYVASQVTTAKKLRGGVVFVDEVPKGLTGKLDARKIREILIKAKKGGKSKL
#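 Luminescence read by CCD imager after adding enzyme (10nM final) to wells holding compound, titrated in qHTS. Substrates 10uM each D-luciferin and ATP; buffer 50mM Tris acetate pH 7.5, 10mM Mg acetate, Tween-20, BSA.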
# GPT2 inh: inhibitors of human GPT2 alanine aminotransferase; Potency, µM (doses to about 57.7 µM), without a hit: top-dose activity change, negative = inhibition, hits mostly inhibitors; Recombinant GPT2, coupled pyruvate oxidase/HRP Amplex Red fluorescence; 100,000 tested, 0.25% active; AID 1671188; Q8TD30; further: potency means the concentration at half of the fitted maximal effect; nearly all actives have a fitted effect of over 60% in size; many of its hits are not listed in these tables
# Target sequence (Q8TD30 whole entry, looked up): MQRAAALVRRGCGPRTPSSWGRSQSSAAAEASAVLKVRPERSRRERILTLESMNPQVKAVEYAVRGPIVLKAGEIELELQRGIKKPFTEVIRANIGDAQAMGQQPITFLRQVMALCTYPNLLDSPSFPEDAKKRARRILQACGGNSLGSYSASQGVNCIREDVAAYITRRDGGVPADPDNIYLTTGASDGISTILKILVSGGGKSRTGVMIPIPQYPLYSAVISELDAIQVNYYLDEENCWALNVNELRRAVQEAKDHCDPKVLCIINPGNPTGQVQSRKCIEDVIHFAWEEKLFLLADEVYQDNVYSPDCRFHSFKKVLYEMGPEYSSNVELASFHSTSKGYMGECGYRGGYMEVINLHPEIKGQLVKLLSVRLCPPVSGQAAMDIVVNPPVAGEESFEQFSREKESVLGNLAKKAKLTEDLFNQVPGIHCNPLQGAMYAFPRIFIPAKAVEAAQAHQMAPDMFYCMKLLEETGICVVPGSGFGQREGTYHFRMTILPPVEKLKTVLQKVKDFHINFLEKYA
#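 Inhibition is scored from Amplex Red fluorescence generated when pyruvate oxidase and HRP act on pyruvate released by GPT2. Reactions contain 10ng/uL enzyme, 250uM a-KG and 2mM L-alanine and run 30 min at room temperature.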
# HEK293 viab: reduces viability of HEK-293 SNCA reporter cells | HEK-293-SNCA-luc viability, GF-AFC fluorescence, 24 h | Potency, µM (top dose mostly 57.1 µM), for the others: at the highest dose activity change, negative = cytotoxicity, hits mostly cytotoxic | 150,000 tested, 0.12% active;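 further: potency means the concentration at half of the fitted maximal effect; 0% = DMSO-treated cells and -100% = medium-only wells without cells; nearly all actives have a fitted effect of over 30% in size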
#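 HEK-293-SNCA-luc cells (1500/well) plated 24 h, then exposed 24 h to a dilution series; GF-AFC added 30 min at 37C, fluorescence 405/540 nm; normalised to medium-only and DMSO wells, Hill fit.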
# HEK293 tox: kills HEK 293 cells | HEK 293 viability, ATP luminescence (CellTiter-Glo), 48-72 h | 94,000 tested, 6.6% active | AID 1345083 | Potency, µM (titrated, usually from 115 µM), for inactives: at the highest dose activity change, negative = cytotoxicity, actives largely listed as inhibitors; further: potency means the concentration at half of the fitted maximal effect; nearly all actives have a fitted effect of over 60% in size
#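 250 HEK 293 cells/well; compound by pintool; incubated 48 or 72 hr at 37 degree Celsius; CellTiter-Glo added, 10 min RT, luminescence imaged.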
# The depositor's hits bear a star; i = inactive; ? = inconclusive; . = no result given; & = joins results of further samples; [ ] = dose if it differs, or a comment. Unless noted, the call rests on the fitted dose curve; in most records, active means well fitted curve in the direction sought with a large enough effect; inconclusive means small, poorly fitted or top-dose-only effect, or another doubt; inactive means no such curve, though single readings can be large; an effect the other way counts as inactive or inconclusive. Unless noted, on the % scale 0 is the no-effect control and ±100 the full control effect.
SMILES,SNCA expr inhib,3T3 cytotox,IP6K1 inh,FLuc inh,GPT2 inh,HEK293 viab,HEK293 tox
CCOc1ccc(NC(=O)Cn2c(C)ccc(NC(=O)Nc3ccc(C)cc3)c2=O)cc1,128%[activator],-3%,2,?,3%,7%,-3%
COc1ccc2nc3sc(C(=O)N4CCN(c5ccc(F)cc5)CC4)cc3cc2c1,-12%,.,11,.,.,4%,.
Cc1cc(C)cc(NC(=O)Cn2c(-c3cnccn3)nc(C)c(C)c2=O)c1,-1%,?,12,-6%,-3%,-11%,?
O=C(c1ccccn1)N1CCC(c2cc(-c3ccccc3)n[nH]2)CC1,-10%,-17%,-1,-3%,i,1%,?
O=C(Nc1ccccc1)[C@@H]1C[C@@H](c2ccc(F)cc2)N([S+](=O)([O-])c2cccnc2)C1,10%[87.6 µM],?,14,17%[172 µM],-28%[88.5 µM],-2%[87.6 µM],?
COC(=O)C1=CN(CC(=O)Nc2cccc(Br)c2)S(=O)(=O)N=C1C,?,-3%,-1,-3%,-1%,10%,-26%
Cc1ccc(Sc2ccc(N3CCC(C(=O)Nc4cc(C)cc(C)c4)CC3)nn2)cc1,-24%,.,-5,.,.,0%,.
COc1cccc2c1Oc1ncccc1N(C(=O)CCC(=O)NCCC(C)C)C2,-12%,.,-13,.,.,3%,.
CC(C)N[C@@H]1CO[C@H](CNC(=O)CC(C)(C)C)[C@H]1O,-11%[87.6 µM],i,5,9%[230 µM],i,-1%[87.6 µM],i
Cc1cc(C)n(CCC(=O)N2CCC(Cc3noc(-c4ccccc4)n3)C2)n1 (stereo not drawn),38%[activator],?,5,.,i,-15%,?
O=C(NC1CCCCC1)C1CCCCN1Cc1ccc(-c2ccsc2)cc1 (stereo not drawn),-8%,-51%,-7,.,-12%,?,40µM*
COCc1cn(C[C@H]2C[C@@H](NCc3nccs3)[C@H](O)[C@@H]2O)nn1,-10%,3%,12,-5%,-6%,2%,i
CCc1nc2c(c(-c3ccc(Cl)cc3)n1)CN(Cc1ccccc1)CC2,?,10µM*,9,9%,1%,-1%,18µM*
O=C(c1cc(F)ccc1Cl)N1CCN(C(=O)c2nnn3c2COC(c2ccccc2)C3)CC1 (stereo not drawn),-21%,-15%,-5,2%,-9%,-14%,?
CC(=O)N1CCC([C@@H]2CN(Cc3cccc(F)c3F)C[C@H]2CO)CC1,8%,i,-6,3%,4%,4%[12.5 µM],2%
CN(C)[C@H]1CCCCN(C(=O)c2ccc(CSc3ccccn3)cc2)C1,27%,?,-8,-14%,1%,5%,?
Cc1ccc(CCNC(=O)c2ccc3nc(N4CCC(C)CC4)sc3c2)cc1,139%[activator],.,3,.,.,-5%,.
Cc1cccc(-n2ncc3c2CCCC3NC(=O)CCC(F)(F)F)c1C (stereo not drawn),?,-27%,3,-2%,-31%,-3%,?
COC(=O)c1cccc(CN2C(=O)SC(Nc3ccccc3C)C2=O)c1 (stereo not drawn),15%,.,-4,.,.,-1%,.
O=C(c1cc(-c2ccccc2)c2nncn2n1)N1CCOCC1,10%[87.6 µM],-6%[138 µM],-6,.,i,2%[87.6 µM],3%[172 µM]
CCc1ccc(-c2nc3c(c(SCc4ccccc4F)n2)Cc2c(CO)cnc(C)c2O3)cc1,3%,.,1,.,.,20%,.
CC(=O)c1cccc(C(=O)N2CCC3(CC2)NC(=O)N(Cc2cccc(Cl)c2)C3=O)c1,6%,-14%,13,36%,i,-3%,?
CC(C)NC(=O)C[C@@H]1C[C@H]2O[C@H](CNC3CCNCC3)[C@@H](O)[C@H]2O1,0%[87.6 µM],-9%[174 µM],-21,-8%[172 µM],i,-1%[87.6 µM],i
Cc1ccc(Cl)cc1N1CCN(C(=O)c2ccc(CS(=O)(=O)c3ccc(Br)cc3)o2)CC1,-17%,.,11,.,.,?,.
O=C(Nc1ccc(Br)cc1)c1ccc(Br)c(S(=O)(=O)N2CCCCC2)c1,19%,.,-1,.,.,-3%,.
O=C(NCC1CC1)c1ccc2oc(-c3ccccn3)nc2c1,20%[87.6 µM],?,12,.,i,2%[87.6 µM],?
COc1ccc(NC(=O)CN(C)S(=O)(=O)c2ccc3c(c2)CCCN3C(C)=O)cc1,6%,.,1,.,.,-5%,.
COc1cccc(CNC(=O)C2CCCN(Cc3cccc(-c4ccccc4OC)c3)C2)c1 (stereo not drawn),-14%,?,-3,.,i,-18%,?
CCOc1ccc(C(=O)c2oc3ccccc3c2NC(=O)c2cc(-c3ccccc3)on2)cc1,13%,.,8,.,.,?,.
COC(=O)C1=CN(CC(=O)Nc2cccc(F)c2)S(=O)(=O)N=C1C,-4%,i,-4,11%,4%,6%,4%

# Profiles from above. Screens in order: SNCA expr inhib | 3T3 cytotox | IP6K1 inh | FLuc inh | GPT2 inh | HEK293 viab | HEK293 tox
# CCc1ccc(-c2nc3c(c(SCc4ccccc4F)n2)Cc2c(CO)cnc(C)c2O3)cc1 is listed with 3% | . | 1 | . | . | 20% | .
# CC(=O)c1cccc(C(=O)N2CCC3(CC2)NC(=O)N(Cc2cccc(Cl)c2)C3=O)c1 is listed with 6% | -14% | 13 | 36% | i | -3% | ?
# COC(=O)C1=CN(CC(=O)Nc2cccc(F)c2)S(=O)(=O)N=C1C is listed with -4% | i | -4 | 11% | 4% | 6% | 4%

# Next part.
SMILES,SNCA expr inhib,3T3 cytotox,IP6K1 inh,FLuc inh,GPT2 inh,HEK293 viab,HEK293 tox
O=C(C1CCN(S(=O)(=O)c2cccc3nonc23)CC1)N1CCN(c2cccc(Cl)c2)CC1,-22%,.,11,.,.,-7%,.
CNC(=O)CNC(=O)N1CCC(=O)N(C)c2ccccc2C(OC)C1 (stereo not drawn),-3%[25.6 µM],?,12,.,-1%[27.3 µM],-3%[23.9 µM],-10%[57.5 µM]
COc1ccccc1CNC(=O)C(=O)NCC(c1ccco1)S(=O)(=O)c1ccc(F)cc1 (stereo not drawn),?,.,2,.,.,-3%,.
NS(=O)(=O)c1cc2c(cc1Cl)NC(C(Cl)Cl)NS2(=O)=O (stereo not drawn),17%,.,-3,.,1%&2%,-2%,.
COc1cccc(C(=O)N2CCCC2C(=O)N2CCC(N3CCOCC3=O)CC2)c1 (stereo not drawn),25%,-2%,-5,.,i,4%,i
CN1CCCCCCN(C(=O)c2cc(CN3CCOCC3)on2)[C@H]2CCC[C@H]2C1=O,-11%,i,-3,-3%,i,1%,i
Cc1ccnc2nc(NC(=O)c3ccccc3Cl)nn12,76%[activator],.,-25*,.,.,-4%,.
O=C(Cc1ccc(F)cc1)N1CCCC(C(=O)N2CCC(c3ccccc3)CC2)C1 (stereo not drawn),-13%,?,7,.,-24%,-3%,?
O=c1c2ccccc2nc(-c2ccc(Cl)cc2)n1CCCCOc1ccc(F)cc1,21%,.,-3,.,.,4%,.
Cc1ccc(NC(=O)CN2C(=O)c3cccnc3Sc3ccccc32)c(Br)c1,36%,.,-3,.,.,-5%,.
Cc1cc(C)n2nc(-c3ccc(Cl)cc3)nc2n1,35%[activator],.,16,.,.,-14%,.
CCCS(=O)(=O)N1CCCN(CC)C2(CCOCC2)C1,22%,-3%,11,.,-2%,7%,i
Cc1ccsc1C(=O)Nc1ccc2c(N3CCCCC3)ncnc2c1,2%,35µM*,25,?,-10%,?,?
O=C(NCc1ccc(F)cc1)c1c(O)nc2ccccn2c1=O,-29%,.,-9,.,.,4%,.
Cc1ccc2c(n1)N(C)[C@H](CO)CCN(C1CCN(C)CC1)C2,-4%[87.6 µM],-1%[174 µM],-4,-5%[172 µM],i,-6%[87.6 µM],-6%[172 µM]
O=S(=O)(c1cccs1)N1CCN(c2ccc3nnc(C4CC4)n3n2)CC1,.,?,12,.,.,.,-29%
O=C(Cn1ccn2nc(-c3ccc(F)cc3)c(CO)c2c1=O)Nc1cccc(Br)c1,-26%,?,4,-2%,-3%,-4%,45µM*
CN(CC1CCOC1)C(=O)Nc1ccccc1F (stereo not drawn),-1%,i,19,-1%,i,-2%,12%
Cc1noc(C)c1S(=O)(=O)N(C)Cc1ccccc1C(F)(F)F,6%,-21%,-11,4%,i,-3%,-29%
CN1C(=O)c2cccn2CC1C(=O)Nc1ccc(F)cc1 (stereo not drawn),11%,-8%,-7,.,i,-8%,3%
C[C@H](N)C(=O)N[C@@H](Cc1ccc(O)cc1)C(=O)N1CCC[C@H]1C(=O)NCC(=O)N[C@@H](CCCCN)C(=O)N[C@@H](Cc1ccccc1)C(N)=O,.,.,8,.,i[11.5 µM],-11%[12.5 µM],.
COc1cccc(CNC(=O)CN(c2ccc(C)cc2)S(=O)(=O)N(C)C)c1OC,2%,.,0,.,.,2%,.
Cc1ccccc1CC(=O)N1CCC2(CC1)NC(=O)N(c1ccccc1)N2,?,?,-11,-1%,-25%,-7%,?
O=C(NCCS(=O)(=O)N1CCN(c2ccc(F)cc2)CC1)C1CC(=O)N(c2ccccc2)C1 (stereo not drawn),-7%,.,17,.,.,3%,.
CCCS(=O)(=O)N1CCC2(CC1)C(OC)C(=O)N2CC1CC1 (stereo not drawn),7%,-8%,27,6%,-7%,-5%,-6%
CCn1c(=O)n(CC)c2cc(N3CCCC3)c(NC(=O)Nc3cc(C)cc(C)c3)cc21,38%[activator],.,-5,.,.,4%,.
COCCNC(=O)c1nc2cccnc2n(CC(C)C)c1=O,2%[87.6 µM],-7%[138 µM],1,.,?,-3%[87.6 µM],2%[172 µM]
Cc1ccc2nc(-c3ccsc3)c(Nc3ccc(C(C)C)cc3)n2c1,4%,.,22,.,.,4%,.
N#Cc1ccc(C(=O)N2CCCN(C(=O)c3cccnc3)CCC(=O)NCC2)cc1,-12%,-12%,0,1%,i,-5%,i
O=C(c1cnccn1)N1CCC(c2nc(C3CCOCC3)no2)CC1,-12%,-12%,10,0%,3%,?,?

# Next section, overlapping the part above by 2 compounds.
SMILES,SNCA expr inhib,3T3 cytotox,IP6K1 inh,FLuc inh,GPT2 inh,HEK293 viab,HEK293 tox
N#Cc1ccc(C(=O)N2CCCN(C(=O)c3cccnc3)CCC(=O)NCC2)cc1,-12%,-12%,0,1%,i,-5%,i
O=C(c1cnccn1)N1CCC(c2nc(C3CCOCC3)no2)CC1,-12%,-12%,10,0%,3%,?,?
COc1cccc(CN(C)C(C)c2cccs2)c1 (stereo not drawn),47%[activator][87.6 µM],-10%[138 µM],0,3%[172 µM],2%[88.5 µM],17%[87.6 µM],-27%[172 µM]
CCc1nc(-c2c3n(c(=O)n(Cc4ccccc4)c2=O)CCCCC3)no1,-3%,-29%,8,-1%,i,6%,-16%
O=C(c1cccc([N+](=O)[O-])c1)N1c2nc(-c3ccco3)nn2C2(CCCCC2)[C@@H]2CCCC[C@@H]21,8%,.,12,.,.,-29%,.
CCCn1c(=O)c2c(ncn2C)n(CCC)c1=O,-8%,.,.,.,-1%,-11%,.
CC(C)c1ccc(NC(=O)c2ccc(Cn3nc(N4CCN(c5ccccc5)CC4)ccc3=O)o2)cc1,64%[activator],.,0,.,.,-9%,.

# This is a subset (hit frequency here may not be typical).
